Salmonella PhoP GFP: PhoP regulon inhibitors, Salmonella typhi PhoP promoter GFP reporter, confirmatory (AID 1850); Salmonella Typhi PhoP-promoter GFP reporter, fluorescence, 4 h; higher % means a stronger effect; one-dose inhibition, % at 50 µM; IC50 in µM for titrated hits; 310,000 compounds, 0.33% hits; in the data active means a potency from the dose series; inconclusive means inhibition mostly from about 25% at the one dose, without a potency; inactive means the rest, 99 in 100 with inhibition below about 19%;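 further: 0% = induced wells with vehicle and 100% = uninduced wells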
M. tuberculosis HTS: M. tuberculosis growth inhibition, HTS (AID 449762). M. tuberculosis H37Rv growth inhibition, 7H9 media; higher % means a stronger effect. inhibition, % at 25 µM; hits with a dose series show IC50 in µM. 330,000 compounds, 0.59% hits; in the data active means a potency from the dose series; inconclusive means inhibition above about 70% without an active follow-up result;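 further: bacterial growth assessed after seven days of incubation; strong numbers were not always called active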
VEEV TC-83 Vero: inhibitors of VEEV TC-83 cytopathic effect, confirmation, Vero cells (AID 588727); 350,000 compounds, 0.13% hits; Vero cells, VEEV TC-83 cytopathic effect inhibition; higher % means a stronger effect; inhibition, % at 20 µM, or IC50 in µM where a hit was titrated; in the data active means a potency from the dose series; inconclusive means inhibition mostly from about 14% at the one dose, without a potency; inactive means the rest, 99 in 100 with inhibition below about 12%; further: strong numbers were not always called active
M. tuberculosis: growth inhibition of non-replicating M. tuberculosis (AID 488890); Mycobacterium tuberculosis non-replicating, growth inhibition; higher % means a stronger effect; inhibition, % at 25 µM; hits with a dose series show IC50 in µM; 320,000 compounds, 0.39% hits; in the data active means a potency from the dose series; inconclusive means inhibition mostly from about 82% at the one dose, without a potency; inactive means the rest, 99 in 100 with inhibition below about 76%;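 further: plate controls were DMSO cells for no effect and high antibiotic wells for full effect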
H1N1 NS1A inhibition: H1N1 influenza NS1A inhibitors, functional cell based assay (AID 504329); NS1A functional cell-based assay, percent inhibition; higher % means a stronger effect; inhibition, % at 12.5 µM, or IC50 in µM where a hit was titrated; 340,000 compounds, 0.3% hits; in the data active means a potency from the dose series; inconclusive means inhibition above about 27% without an active follow-up result; further: strong numbers were not always called active
VEEV TC-83 Vero 10K pilot screen: second read-out of VEEV TC-83 Vero, no call of its own (marks repeat the call); inhibition, %; measured here: 10K pilot screen inhibition
Active calls of the source: *; i = inactive; ? = inconclusive; · = not tested or not shown.

SMILES	Salmonella PhoP GFP	M. tuberculosis HTS	VEEV TC-83 Vero	M. tuberculosis	H1N1 NS1A inhibition	others
COCCn1c(=O)[nH]c2cc(C(=O)NC3CCCCCC3)ccc2c1=O	-4%	4%	0.6%	·	2%
O=C(CN1C(=O)NC2(CCCC2)C1=O)N1CCN(S(=O)(=O)c2ccccc2[N+](=O)[O-])CC1	0%	-10%	1.0%	-1%	-2%
Cc1cc(C(=O)N/N=C2\CCCC(=O)C2)c(C)o1	·	·	4.2%	·	-3%
COc1ccc2c(c1)c(=O)oc1cc(O)ccc12	13%	-3%	1.3%	-17%	-7%
CC(=O)N1c2ccccc2C(=O)C1N(C)c1ccc(C)cc1 (configuration not stated)	3%	12%	2.2%	27%	-3%
Cc1cc(C)n(C(=O)Cc2cn3ccsc3n2)n1	7%	-3%	2.4%	4%	-9%
CCCNC(=O)N1[C@H]2CC[C@@H]1C(C(=O)OC)=C(c1cccc(Cl)c1)C2	·	1%	0.1%	7%	-6%
Brc1ccc2c(c1)C(c1cccs1)=NNC(c1cccnc1)=N2	8%	2%	3.3%	3%	9%
CCOC(=O)CSC1=C(C#N)C(c2ccc(F)cc2)C(C(C)=O)=C(C)N1 (configuration not stated)	-7%	?	0.7%	?	-1%
O=C1N[C@@H](Cc2cn(S(=O)(=O)c3ccc(F)cc3)c3ccccc23)C(=O)N[C@H]1Cc1ccccc1	-9%	-5%	·	-5%	·
O=C(COc1ccccc1Cc1ccccc1)NCCCN1CCOCC1	11%	3%	0.5%	-2%	7%
COc1ccccc1OCCCCOc1ccccc1C(C)=O	11%	11%	i	13%	-7%
COc1cc(C(=O)NCCC(=O)NCCN2CCCCCC2)cc(OC)c1OC	1%	-6%	i	26%	-2%
COc1ccc(C(C(O)C(=O)c2c[nH]c3ccccc23)N2CCN(c3ccc(OC)cc3)CC2)cc1 (configuration not stated)	-4%	100µM*	6.2%	39%	19%
COc1ccc(S(=O)(=O)N2CCN(C(=O)c3cccs3)CC2)cc1	-11%	-7%	0.5%	3%	7%
Cc1ccc(CCC(=O)Nc2ccc(Cl)cc2)o1	4%	15%	0.7%	79%	-15%
O=C(Cc1cccc(NC(=O)C2CCCN(C(=O)C3CC3)C2)c1)Nc1ccc(C(=O)N2CCOCC2)cc1 (configuration not stated)	·	·	1.4%	·	10%
Cc1cccc(OCC(=O)Nc2cccc(-c3nnc(-c4ccccc4)o3)c2)c1C	2%	9%	0.8%	-2%	-3%
O=C(c1ccco1)N(Cc1ccc([N+](=O)[O-])cc1)c1ccc(Cl)cc1	-10%	3%	4.6%	15%	-1%
CC1CCN(C(=S)NC(=O)c2cccc([N+](=O)[O-])c2)CC1	-6%	?	1.2%	8%	-1%
CCN(C[C@H]1N[C@@](Cc2ccccc2)(C(=O)OC)[C@H]2C(=O)N(C)C(=O)[C@@H]12)C(=O)C1CCCCC1	·	-2%	0.2%	3%	4%
CN(CC(=O)Nc1cccc(F)c1)C(=O)CC1CCCC1	·	·	i	·	11%
O=C(c1ccc2c(c1)OCO2)C1CCCN(Cc2ccc(F)c(F)c2)C1 (configuration not stated)	-11%	13%	0.9%	?	-5%
COc1ccc(NC(=O)CSc2nnc(-c3ccncc3)o2)c(OC)c1	5%	-9%	0.5%	-9%	-3%
COc1ccc(-c2cc(=O)oc3c(C)c(OC(C)C(=O)Nc4ccc(CN5CCOCC5)cc4)ccc23)cc1 (configuration not stated)	-1%	?	0.3%	73%	-2%
N#CCCn1nc(-c2ccc(Br)cc2)cc1Nc1ccccc1NC(=O)C(F)(F)F	-5%	-6%	4.3%	6%	0%
O=C(/C=C/c1ccco1)OCC(=O)c1cccc([N+](=O)[O-])c1	-2%	0%	i	14%	11%
O=C(O)CC[C@@H](C(=O)O)N1C(=O)c2ccccc2C1=O	0%	0%	0.9%	2%	4%
O=C(OCc1cc2ccccc2[nH]c1=O)C1CCCCC1	-14%	-4%	i	16%	-11%
CCOc1cc(C=C(C(=O)OC)C(=O)OC)ccc1OCc1ccc([N+](=O)[O-])cc1	-15%	?	9.1%	64%	4%
Cc1ccc(CN2C3CCCC2CC(NC(=O)c2ccc(C)cc2)C3)cc1 (configuration not stated)	5%	-1%	1.5%	17%	-2%
COc1ccc(NC(=O)CN2CCCCC2)cc1S(=O)(=O)N1CCCCC1	·	2%	0.9%	-3%	-26%
Cc1ccc(NC(=S)Nc2ccc(F)cc2)c(C)c1	-1%	2%	1.7%	36%	-4%	VEEV TC-83 Vero 10K pilot screen=0.0
c1csc(CNc2ccc3c(c2)OCCO3)c1	-5%	-8%	i	24%	18%
CC(=O)OC(=C(OC(C)=O)c1ccccc1)c1ccccc1	·	·	0.4%	·	-8%
CN1CCN(c2ccccc2NC(=O)c2ccc(-c3ccc(Cl)cc3Cl)o2)CC1	-9%	?	i	38%	25%
Cc1ccccc1C(=O)Nc1ccnn1C1CCN(Cc2c(C)n(C)c3ccccc23)CC1	·	·	0.3%	·	15%
O=C(CCC1CCCC1)Nc1ccc(Br)cn1	1%	-2%	i	3.9µM*	0%
CC1CCCC(NC(=O)COC(=O)CCC2CCCC2)C1C (configuration not stated)	-1%	-5%	i	62%	0%
NS(=O)(=O)Oc1ccccc1	-11%	13%	1.0%	-12%	-4%
Cc1ccsc1C=Nc1c(C)n(C)n(-c2ccccc2)c1=O	-4%	-6%	1.2%	-3%	4%
N#C/C(=C\c1cccnc1)C(=O)Nc1cccc2ccccc12	-3%	-1%	7.4%	25%	-9%
O=C1C2C3C=CC(CNS(=O)(=O)c4ccccc4[N+](=O)[O-])(O3)C2C(=O)N1c1ccccc1 (configuration not stated)	4%	1%	i	14%	-2%
Cn1cnnc1Sc1nc2c(c(=O)n(C)c(=O)n2C)n1Cc1ccccc1Cl	-6%	-5%	0.2%	1%	10%
COc1ccc(-c2csc3ncnc(N4CCN(Cc5ccccc5)CC4)c23)cc1	-9%	19%	5.6%	40%	13%
N#Cc1nc(COc2cccc(Cl)c2)oc1NCCN1CCOCC1	0%	-3%	i	5%	-2%
CSc1sccc1/C=N/NC(=O)c1ccncc1	-4%	?	0.4%	?	-4%
O=C(COc1cccc2ccccc12)NNC(=O)CSCCO	-10%	2%	0.2%	-14%	-7%
COc1ccc(C(=O)NCc2nnc(SCC(=O)Nc3ccc4c(c3)OCO4)o2)cc1	-10%	-2%	i	8%	-15%
COc1ccc2cc(C=NS(=O)(=O)c3ccc(C)cc3)n(C)c2c1	·	1%	0.2%	16%	10%
O=C1Nc2ccccc2/C1=C/C(=O)c1cccs1	-4%	?	37%	i	18%
O=C(COc1ccc2ccc(=O)oc2c1)NC1CCN(Cc2ccccc2)CC1	11%	-1%	i	5%	9%
CC1(C)NC(=O)N(Cc2cc(=O)n3ccsc3n2)C1=O	6%	0%	i	-12%	8%
O=C(Cc1ccccc1)N1CCN(c2ccc([N+](=O)[O-])cc2)CC1	-9%	3%	i	47%	-16%
Cc1ccc(SCc2nc3ccccc3n2CC(=O)Nc2ccc(Cl)cc2)cc1	3%	2%	1.7%	13%	2%
CC1CCCCC12NC(=O)N(CC(=O)Nc1ccc3[nH]c(=O)[nH]c3c1)C2=O (configuration not stated)	-4%	-7%	2.0%	-14%	-3%
Cc1ccc(NC(=O)COC(=O)C2=NN(c3ccccc3)C(=O)CC2)c(Br)c1	·	5%	0.3%	-3%	-4%
COCCNc1c([N+](=O)[O-])c(=O)n(-c2ccccc2)c2ccccc12	-1%	6%	i	-22%	6%	VEEV TC-83 Vero 10K pilot screen=0.6
NC(=S)Cc1nc(-c2ccccc2)cs1	14%	-9%	1.4%	?	1%
CCOc1ncccc1C(=O)OCc1nnc(-c2ccccc2)o1	-8%	?	1.0%	79%	18%
Other structures
SMILES	Salmonella PhoP GFP	M. tuberculosis HTS	VEEV TC-83 Vero	M. tuberculosis	H1N1 NS1A inhibition	others
Cc1cc(Cn2nc(-c3ccccc3)cc2C(=O)NCC2CC2)on1	-2%	8%	0.5%	-12%	12%
COc1ccc(C(=O)Nc2ccc(Nc3ccccc3)cc2)cc1Br	-2%	4%	0.4%	7%	12%
COc1ccccc1NS(=O)(=O)NC(=O)c1c(C)[nH]c2ccccc12	3%	2%	1.0%	10%	-6%
Cc1ccc(/C=N/NC(=O)c2cccc(S(=O)(=O)Nc3ccccc3Cl)c2)o1	-7%	5%	i	26%	2%
COc1ccccc1-c1nnc(SC)n1C	-5%	2%	1.0%	-1%	-9%
Cc1ccc(C2=NN(Cc3nnc(-c4ccccc4)o3)C(=O)SC2)cc1	-9%	-5%	1.5%	25%	-14%
Fc1cccc(-c2cc3nc(-c4ccccc4)cc(N4CCC5(CC4)OCCO5)n3n2)c1	0%	36%	5.3%	34%	-11%
COC(=O)[C@H](CCSC)NC(=O)Cn1ccc(NC(=O)OCc2ccccc2)nc1=O	·	-7%	2.7%	9%	-7%
Cc1ccc(C(=O)NC2CC(C)(C)NC(C)(C)C2)cc1S(=O)(=O)N1CCCCC1	4%	-2%	i	-5%	0%
Cc1cccc(C2=NN(c3ccccc3)[C@H](CO)[C@H]2c2ccc(F)cc2)c1	·	·	3.1%	·	-13%
COCCCC1CCN(C(=O)C2CCC(=O)N(CCc3ccccc3)C2)CC1 (configuration not stated)	-9%	-2%	0.7%	-1%	15%
COc1ccccc1NC(=O)C(=N\O)/C(C)=N/O	9%	7%	1.1%	6%	-3%

Sorted by SMILES length (rising): seven of the compounds above
SMILES	Salmonella PhoP GFP	M. tuberculosis HTS	VEEV TC-83 Vero	M. tuberculosis	H1N1 NS1A inhibition	others
COc1ccccc1NC(=O)C(=N\O)/C(C)=N/O	9%	7%	1.1%	6%	-3%
COc1ccc(C(=O)Nc2ccc(Nc3ccccc3)cc2)cc1Br	-2%	4%	0.4%	7%	12%
Cc1cc(Cn2nc(-c3ccccc3)cc2C(=O)NCC2CC2)on1	-2%	8%	0.5%	-12%	12%
COCCCC1CCN(C(=O)C2CCC(=O)N(CCc3ccccc3)C2)CC1 (configuration not stated)	-9%	-2%	0.7%	-1%	15%
COc1ccccc1NS(=O)(=O)NC(=O)c1c(C)[nH]c2ccccc12	3%	2%	1.0%	10%	-6%
Cc1cccc(C2=NN(c3ccccc3)[C@H](CO)[C@H]2c2ccc(F)cc2)c1	·	·	3.1%	·	-13%
Fc1cccc(-c2cc3nc(-c4ccccc4)cc(N4CCC5(CC4)OCCO5)n3n2)c1	0%	36%	5.3%	34%	-11%

Further entries.
SMILES	Salmonella PhoP GFP	M. tuberculosis HTS	VEEV TC-83 Vero	M. tuberculosis	H1N1 NS1A inhibition	others
CCOC(=O)c1cccc(NC(=O)c2cccnc2)c1	1%	-9%	3.0%	-4%	16%
CCOc1ccccc1NC(=O)c1cccc(NC2=NC3CS(=O)(=O)CC3S2)c1 (configuration not stated)	7%	13%	i	1%	12%	VEEV TC-83 Vero 10K pilot screen=0.6
CN1CC(=O)Nc2ccc(Br)cc2C1=O	1%	0%	i	5%	28%
Cc1ccc(NNC(=O)c2c(F)cccc2Cl)cc1Cl	12%	?	4.3%	?	-17%
O=C(Nc1cccc(S(=O)(=O)N2CCCCCC2)c1)c1ccc2c(c1)OCO2	4%	10%	5.6%	3%	-1%
Cc1noc(C)c1CSCC(=O)Oc1ccc(N(C)S(=O)(=O)c2ccc(Cl)cc2)cc1	-6%	6%	6.1%	16%	-4%
Cc1onc(-c2c(F)cccc2Cl)c1C(=O)ONC(=O)c1ccco1	4%	-8%	i	-5%	5%
O=C(COC(=O)COc1ccc(Cl)cc1)NC1CCCCCC1	·	·	1.1%	·	-6%
CCN(CC)CCn1c(=S)[nH]c2ccc(Cl)cc2c1=O	2%	-3%	2.4%	20%	-3%	VEEV TC-83 Vero 10K pilot screen=0.3
O=C(CSc1nnc(CCc2ccccc2)n1-c1ccc(Cl)cc1)c1ccccc1	-4%	2%	1.3%	31%	-4%
COc1ccc(OC)c(/C=C2\SC(=S)N(N3CCOCC3)C2=O)c1	-8%	-2%	5.2%	-11%	23%
S=c1[nH]nc(-c2ccccc2)n1/N=C/C=C/c1ccco1	6%	4%	3.3%	2%	0%
CN1CCN(/C=N/c2c(C#N)cnn2Cc2ccccc2)CC1	-2%	4%	i	0%	-3%	VEEV TC-83 Vero 10K pilot screen=1.1
COc1ccccc1-n1c(-c2ccc(F)cc2)coc1=O	-4%	2%	0.2%	7%	-22%
COC1=CC(=O)OC(/C=C/c2ccccc2)C1 (configuration not stated)	2%	58%	i	9%	2%
CC(=O)c1ccc(NC(=O)C2(c3ccccc3)CC2(Cl)Cl)cc1 (configuration not stated)	-2%	3%	2.1%	21%	-23%
